Screens as filed in PubChem.
KDM4C inh – inhibitors of GASC-1 (KDM4C) histone demethylase, primary screen, biochemical, single concentration HTS; GST-KDM4C 2-372, H3K9me3 peptide, LANCE TR-FRET; 0.15% of 96,000 active; Lysine-specific demethylase 4C (Homo sapiens), Q9H3R0; inhibition, % at 12.5 µM;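 active means mean replicate inhibition above about 25%, with at least 55% of replicates also reaching it, limit read from the data, passing the limit was not always enough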
Target sequence (Q9H3R0 2-372 limits assumed): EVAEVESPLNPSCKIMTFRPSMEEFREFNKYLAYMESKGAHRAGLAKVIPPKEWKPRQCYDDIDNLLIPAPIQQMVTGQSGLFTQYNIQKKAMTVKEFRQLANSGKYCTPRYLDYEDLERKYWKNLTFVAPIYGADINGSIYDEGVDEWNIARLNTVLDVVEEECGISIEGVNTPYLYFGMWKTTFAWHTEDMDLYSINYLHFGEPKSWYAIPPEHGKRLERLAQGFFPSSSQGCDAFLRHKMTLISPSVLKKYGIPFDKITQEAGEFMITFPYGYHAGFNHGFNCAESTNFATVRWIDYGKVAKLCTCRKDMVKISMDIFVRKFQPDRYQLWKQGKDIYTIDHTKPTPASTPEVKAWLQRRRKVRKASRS
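Test system – GST-tagged GASC-1 (JMJD2C) catalytic fragment, aa 2-372 · Medium – HEPES buffer, pH 7.5, plus ascorbate · Reagent – H3K9me3 peptide with Fe(II)/2OG · Compound – one test concentration per compound · Timing – 30 min reaction, 60 min detection, RT · Technique – TR-FRET with Eu antibody and ULight streptavidin, EDTA stop · Read-out basis – inhibition from TR-FRET ratio decrease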
T cruzi growth – T. cruzi intracellular proliferation inhibitors, primary screen, cell-based, beta-gal Tulahuen parasites, NIH3T3 host, luminescence; T. cruzi beta-gal in NIH3T3, GalScreen luminescence, 90 h; inhibition, % at 8.34 µM; 5.9% of 77,000 active;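 active means mean inhibition above about 93%, with at least 55% of replicates each passing it, limit read from the data, passing the limit was not always enough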
Pf Dd2 inh – P. falciparum Dd2 growth inhibitors, primary screen, SYBR Green fluorescence, single dose replicates. 72 h; hits give low values. activity change, % at 10 µM. 2.3% of 94,000 active. AID 1159554, 2015; in the data active means activity change below about -80%
C diff HTS – C. difficile growth inhibitors, primary screen, HTS; Clostridium difficile clinical isolate growth, OD600, 24 h; hits give low values; 0.25% of 86,000 active; growth activity, negative = inhibition, % at 16 µg/mL (by protocol);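 active means mean growth activity at or below -80% and every replicate also at or below -80%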;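 further: 0% = DMSO wells and -100% = levofloxacin 16 µg/mL wells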
* hit, by the source's call; . = not tested or not shown; + = active, no number.

SMILES | KDM4C inh | T cruzi growth | Pf Dd2 inh | C diff HTS
O=C(C[C@@H]1C[C@@H]2c3cc(NC(=O)CC4CC4)ccc3O[C@@H]2[C@H](CO)O1)NCc1ccccc1 | 0.4 | 7 | -5 | .
COc1ccc(CN(C)C[C@@H]2Oc3c(NC(=O)C4CCOCC4)cccc3C(=O)N([C@H](C)CO)C[C@H]2C)cc1 | 1.3 | -10 | 5 | 1
C[C@H](O)C#Cc1cnc2c(c1)C(=O)N([C@@H](C)CO)C[C@H](C)[C@@H](CN(C)C(=O)Cc1ccncc1)O2 | 5.7 | . | -32 | -6
C[C@H](O)C#Cc1ccc([C@@H]2[C@@H](CO)N3CCCCN(S(=O)(=O)c4ccccc4)C[C@H]23)cc1 | -0.9 | 111* | -38 | -8
C[C@H]1CN([C@@H](C)CO)C(=O)c2cc(NS(=O)(=O)c3cccs3)ccc2O[C@@H]1CN(C)S(=O)(=O)c1cn(C)cn1 | -0.2 | 32 | 23 | 7
COc1ccc(NC(=O)N(C)C[C@@H]2Oc3ccc(NC(=O)Cc4ccccc4)cc3CC(=O)N([C@@H](C)CO)C[C@H]2C)cc1 | -0.2 | 8 | -21 | -6
C[C@@H]1CCCCO[C@@H](CN(C)Cc2ccccc2)[C@H](C)CN([C@H](C)CO)C(=O)c2cc(NC(=O)Nc3ccc4c(c3)OCO4)ccc2O1 | 16 | 95 | -79 | 9
N#C[C@@H]1[C@H](c2ccccc2C2=CCCCC2)[C@H](CO)N1C(=O)NC1CCCCC1 | -2.2 | . | -67 | -1
C[C@@H]1CCCCO[C@@H](CN(C)C(=O)c2ccncc2)[C@H](C)CN([C@H](C)CO)C(=O)c2cc(NS(=O)(=O)c3ccccc3)ccc2O1 | 1.8 | 3 | -74 | .
C[C@H](NC(=O)[C@@H]1[C@@H](CO)[C@@H]2Cn3c(cccc3=O)[C@H]1N2C(=O)C1CCC1)c1ccccc1 | -2.0 | 13 | . | -2
COCC#Cc1cnc2c(c1)C(=O)N([C@@H](C)CO)C[C@H](C)[C@@H](CN(C)Cc1ccc(F)cc1)O2 | 0.7 | 0 | -7 | -5
COc1ccc(NC(=O)Nc2ccc3c(c2)CC(=O)N([C@@H](C)CO)C[C@H](C)[C@H](CN(C)C(=O)Nc2c(C)noc2C)O3)cc1 | 0.3 | 28 | 20 | 4
O=C(C[C@@H]1C=C[C@H](NS(=O)(=O)c2ccc(F)cc2)[C@H](CO)O1)NCc1ccccc1F | 3.2 | . | 19 | -4
C[C@@H]1CN([C@@H](C)CO)C(=O)c2cc(C#CC3CC3)cnc2O[C@H]1CN(C)C(=O)c1ccc(F)cc1 | -0.3 | 85 | -19 | 4
C[C@H]1CN([C@@H](C)CO)C(=O)c2cc(NC(=O)Nc3ccc(C(F)(F)F)cc3)ccc2O[C@H]1CN(C)CC1CC1 | -1.1 | 22 | -47 | 18
C[C@H](CO)N1C[C@H](C)[C@H](CN(C)C(=O)C2CCC2)Oc2ncc(-c3ccc(F)cc3)cc2C1=O | -1.3 | . | 4 | 0
COc1ccc(NC(=O)N(C)C[C@H]2OCCCC[C@@H](C)Oc3ccc(NS(=O)(=O)c4ccc(F)cc4)cc3C(=O)N([C@@H](C)CO)C[C@H]2C)cc1 | -0.1 | 67 | -61 | -6
Cc1ccc(-c2ccc([C@@H]3[C@@H](CO)N4CCCCN(S(=O)(=O)c5ccccc5C)C[C@H]34)cc2)cc1 | -1.2 | 75 | -31 | 20
CC(C)NC(=O)Nc1ccc2c(c1)C(=O)N([C@H](C)CO)C[C@H](C)[C@H](CN(C)C(=O)Nc1ccc(F)cc1)OCCCC[C@H](C)O2 | 0.3 | 96* | 48 | 3
COc1ccc(NC(=O)N[C@H]2CC[C@H](CCn3cc(-c4ccc(F)cc4)nn3)O[C@H]2CO)cc1 | 1.2 | . | 10 | -1
O=C(C[C@H]1CC[C@@H]2[C@H](COC[C@@H](O)CN2S(=O)(=O)c2cccc(Cl)c2)O1)Nc1ccc(-c2ccccc2)cc1 | -4.2 | 103* | -39 | 6
C[C@H](CO)N1C[C@H](C)[C@H](CN(C)S(=O)(=O)c2cccs2)Oc2c(NC(=O)C3CCOCC3)cccc2C1=O | 0.3 | 95 | 12 | 3
COc1ccc(S(=O)(=O)Nc2cccc3c2O[C@H](CN(C)CC2CCCCC2)[C@@H](C)CN([C@@H](C)CO)C3=O)cc1 | 0.6 | 11 | -12 | 6
Cc1ccc(S(=O)(=O)N(C)C[C@H]2Oc3ccc(NC(=O)C4CCCCC4)cc3CC(=O)N([C@H](C)CO)C[C@@H]2C)cc1 | 0.2 | 41 | -56 | -10
CO[C@@H]1CN(C)C(=O)c2cc(NC(=O)c3ccccc3)ccc2OC[C@@H](C)N(C)C[C@H]1C | -1.0 | 6 | 21 | 4

Five compounds from above, arranged by molar mass, highest first.
SMILES | KDM4C inh | T cruzi growth | Pf Dd2 inh | C diff HTS
COc1ccc(NC(=O)N(C)C[C@H]2OCCCC[C@@H](C)Oc3ccc(NS(=O)(=O)c4ccc(F)cc4)cc3C(=O)N([C@@H](C)CO)C[C@H]2C)cc1 | -0.1 | 67 | -61 | -6
C[C@@H]1CCCCO[C@@H](CN(C)C(=O)c2ccncc2)[C@H](C)CN([C@H](C)CO)C(=O)c2cc(NS(=O)(=O)c3ccccc3)ccc2O1 | 1.8 | 3 | -74 | .
C[C@H]1CN([C@@H](C)CO)C(=O)c2cc(NS(=O)(=O)c3cccs3)ccc2O[C@@H]1CN(C)S(=O)(=O)c1cn(C)cn1 | -0.2 | 32 | 23 | 7
COc1ccc(CN(C)C[C@@H]2Oc3c(NC(=O)C4CCOCC4)cccc3C(=O)N([C@H](C)CO)C[C@H]2C)cc1 | 1.3 | -10 | 5 | 1
C[C@H](NC(=O)[C@@H]1[C@@H](CO)[C@@H]2Cn3c(cccc3=O)[C@H]1N2C(=O)C1CCC1)c1ccccc1 | -2.0 | 13 | . | -2

(list continues)
SMILES | KDM4C inh | T cruzi growth | Pf Dd2 inh | C diff HTS
CN(C)C(=O)[C@H]1[C@H](CO)[C@H]2Cn3c(ccc(C4=CCCCC4)c3=O)[C@H]2N1Cc1ccccn1 | 7.3 | + | . | 3
Cc1noc(C)c1S(=O)(=O)N(C)C[C@@H]1Oc2c(NC(=O)c3nc4ccccc4s3)cccc2C(=O)N([C@@H](C)CO)C[C@@H]1C | -0.7 | 11 | -44 | .
O=C(C1CC1)N1CCCCN2[C@H](C1)[C@@H](c1ccc(C#CC3(O)CCCC3)cc1)[C@@H]2CO | . | 16 | 12 | -6
Cc1noc(C)c1S(=O)(=O)Nc1ccc2c(c1)C(=O)N([C@H](C)CO)C[C@H](C)[C@H](CN(C)Cc1ccc(C(=O)Nc3ccccc3N)cc1)OCCCC[C@@H](C)O2 | 21 | . | -86* | 0
O=C(Nc1ccc(F)cc1)N1CC(=O)N2[C@@H](CO)[C@@H](c3ccc(C#CC4CC4)cc3)[C@@H]2C1 | 3.2 | . | 17 | 3
COc1ccc2c3c(n(C)c2c1)[C@@H](CO)N(CC1CC1)CC31CN(S(=O)(=O)c2cn(C)cn2)C1 | 0.5 | . | -48 | 6
O=C(C[C@@H]1C=C[C@@H](NC(=O)Nc2ccccc2)[C@@H](CO)O1)NCc1cccc(F)c1 | -2.7 | -16 | -5 | 4
O=C(c1ccc(F)cc1)N1CC(=O)N2[C@H](CO)[C@@H](c3ccc(C#CC4CC4)cc3)[C@@H]2C1 | -0.3 | . | -54 | -1
CCCN1C[C@H](C)[C@@H](OC)CN(C)C(=O)c2ccc(NC(=O)c3cccc(F)c3)cc2OC[C@@H]1C | -1.7 | 92 | -43 | .
C[C@@H]1CN([C@H](C)CO)C(=O)c2cccc(NS(=O)(=O)c3ccc(Cl)cc3)c2O[C@H]1CN(C)C(=O)NC1CCCCC1 | -0.8 | 58 | 11 | 10
C[C@H]1CN([C@@H](C)CO)C(=O)Cc2cc(NS(=O)(=O)c3cccs3)ccc2O[C@@H]1CN(C)C(=O)NC1CCCCC1 | 0.5 | 14 | 41 | -2
C[C@H](CO)N1C[C@H](C)[C@H](CN(C)C)Oc2cc(-c3cccc(C(=O)N(C)C)c3)ccc2S1(=O)=O | 0.8 | 51 | 37 | 3
COCC(=O)NC[C@@H]1CC[C@@H]2[C@@H](CN2S(=O)(=O)c2ccccc2[N+](=O)[O-])O1 | . | . | 1 | -5
C[C@H]1CN([C@@H](C)CO)C(=O)c2ccccc2-c2ccccc2CO[C@H]1CN(C)Cc1ccc2c(c1)OCO2 | 3.3 | 24 | -24 | -3
C/C=C/c1ccc2c(c1)O[C@@H](CN(C)C(=O)Nc1cccc(F)c1)[C@H](C)CN([C@H](C)CO)S2(=O)=O | -1.0 | -102 | -33 | 3
CCC(=O)N1CC(=O)N2[C@@H](CO)[C@H](c3ccc(-c4ccncc4)cc3)[C@@H]2C1 | 5.2 | . | 31 | -1
COc1ccc(-c2ccc3n(c2=O)C[C@@H]2[C@@H](CO)[C@H](C(=O)Nc4ccccc4)[C@H]3N2C)cc1 | -0.2 | 14 | . | 3
CCCNC(=O)N1C[C@@H]2[C@H](c3ccccc31)[C@H](CO)N2CC1CCCC1 | -4.0 | -24 | -16 | 0
COc1ccc(S(=O)(=O)Nc2ccc3c(c2)CC(=O)N([C@@H](C)CO)C[C@H](C)[C@H](CN(C)C(=O)NC2CCCCC2)O3)cc1 | 1.3 | 31 | -5 | -1
C[C@@H]1CN([C@H](C)CO)C(=O)c2cc(NC(=O)Nc3ccccc3)ccc2O[C@@H](C)CCCCO[C@@H]1CN(C)C(=O)CCC(F)(F)F | -1.1 | -15 | -23 | 1
C[C@H](CO)N1C[C@H](C)[C@H](CN(C)Cc2ccc3c(c2)OCO3)OCCCC[C@H](C)Oc2ccc(NC(=O)CCCN(C)C)cc2C1=O | 8.9 | -11 | -73 | 5
CO[C@H]1CN(C)C(=O)c2cc(NC(C)=O)ccc2OC[C@@H](C)N(Cc2ccccc2F)C[C@@H]1C | 1.7 | -31 | -13 | .
C[C@@H]1CCCCO[C@@H](CN(C)S(=O)(=O)c2ccc(Cl)cc2)[C@@H](C)CN([C@H](C)CO)C(=O)c2cc(NC(=O)c3ccncc3)ccc2O1 | -0.9 | 18 | -74 | -2
C[C@H](CO)N1C[C@H](C)[C@@H](CN(C)S(=O)(=O)c2cn(C)cn2)Oc2ccc(NS(=O)(=O)c3ccc(F)cc3)cc2CC1=O | 1.9 | -5 | 19 | -4
CO[C@@H]1CN(C)C(=O)c2cc(NC(=O)C3CC3)ccc2OC[C@@H](C)N(C(=O)CN(C)C)C[C@@H]1C | 0.3 | 14 | 14 | -1

Compound profiles, from the list above. Screens in order: KDM4C inh | T cruzi growth | Pf Dd2 inh | C diff HTS
Shown for Cc1noc(C)c1S(=O)(=O)N(C)C[C@@H]1Oc2c(NC(=O)c3nc4ccccc4s3)cccc2C(=O)N([C@@H](C)CO)C[C@@H]1C = -0.7 | 11 | -44 | .
Shown for COCC(=O)NC[C@@H]1CC[C@@H]2[C@@H](CN2S(=O)(=O)c2ccccc2[N+](=O)[O-])O1 = . | . | 1 | -5
Shown for CCCN1C[C@H](C)[C@@H](OC)CN(C)C(=O)c2ccc(NC(=O)c3cccc(F)c3)cc2OC[C@@H]1C = -1.7 | 92 | -43 | .

The list continues:
SMILES | KDM4C inh | T cruzi growth | Pf Dd2 inh | C diff HTS
CS(=O)(=O)Nc1ccc2c(c1)[C@H]1C[C@H](CC(=O)NC3CCCC3)O[C@@H](CO)[C@H]1O2 | 1.7 | -46 | 24 | 6
C[C@H]1CN([C@@H](C)CO)C(=O)c2cccc(NS(=O)(=O)c3cn(C)cn3)c2O[C@@H]1CN(C)C(=O)Nc1ccccc1 | -0.9 | 24 | 29 | -3
C[C@@H]1CN([C@@H](C)CO)C(=O)Cc2cc(NC(=O)NC3CCCCC3)ccc2O[C@@H]1CN(C)Cc1ccc(-c2ccccc2)cc1 | 0.8 | -7 | 16 | 43
Cc1ccc(-c2cnc3c(c2)C(=O)N([C@H](C)CO)C[C@H](C)[C@@H](CN(C)CC2CCCC2)O3)cc1 | 1.7 | 86 | -57 | 3
CC(C)NC(=O)N[C@H]1C=C[C@@H](CC(=O)NCCCN(C)C)O[C@H]1CO | 1.0 | 35 | 23 | .
O=C(Nc1ccc2c(c1)[C@@H]1C[C@@H](CC(=O)N3CCCCC3)O[C@@H](CO)[C@@H]1O2)C1CCOCC1 | -1.1 | -47 | 11 | .
C[C@@H](NC(=O)C[C@@H]1CC[C@H](NS(=O)(=O)c2cccc(F)c2)[C@@H](CO)O1)c1ccccc1 | -1.8 | -53 | -11 | -2
CCCNC(=O)N1C[C@H]2[C@@H](c3ccccc31)[C@@H](CO)N2Cc1ccc2c(c1)OCO2 | 1.7 | 26 | 0 | 0
CO[C@H]1CN(C)C(=O)c2ccc(NC(C)=O)cc2OC[C@H](C)N(C(=O)c2ccccc2)C[C@H]1C | -0.8 | -20 | 6 | -1
O=C(c1ccccn1)N1CC2(C1)[C@@H](c1ccccc1)[C@@H](CO)N2Cc1ccc(Cl)cc1 | -0.9 | . | -14 | 3
CCCNC(=O)N[C@H]1C=C[C@@H](CC(=O)NCCc2ccccc2)O[C@@H]1CO | -0.8 | -16 | 48 | .
COc1ccc(NC(=O)N2CC(=O)N3[C@H](CO)[C@H](c4ccc(C5=CCCC5)cc4)[C@H]3C2)cc1 | -0.5 | . | -44 | -2

The order is random; any-hit rate near 6.7%.
